# TWEAK-Fn14 inh: inhibitors of TWEAK-Fn14 signaling, primary screen, luciferase reporter cells, uHTS | AID 1159606, 2016 | TWEAK-stimulated Fn14 reporter cells, luciferase luminescence, 8 h | inhibition, % at 10 µM | 2% of 360,000 active; in the data active = inhibition above about 50%
# NCOA3 inh: SRC3 coactivator transcriptional activity inhibitors, primary screen, cell-based, luminescence; Nuclear receptor coactivator 3 (Homo sapiens), Q9Y6Q9; HEK293 GAL4-SRC3 luciferase reporter; inhibition, % at 3.6 µM; 0.17% of 360,000 active;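 active = inhibition above a per-campaign cutoff, the mean of all compounds plus 3 SD, cut at about 60% in these data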;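 note: 0% = DMSO-treated cells and 100% = gossypol-treated cells at 36 µM; higher means less SRC3-driven luciferase light from the GAL4 reporter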
# LMP1 NFkB inh: EBV LMP1-driven NF-kappaB luciferase reporter inhibitors, primary screen, cell-based, luminescence, single point; inhibition, % at 12.5 µM; 0.69% of 350,000 active; LMP1-induced NF-kappaB luciferase reporter cells; AID 504558, 2011; in the data active = inhibition above about 41%;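 note: 0% = neutral control wells and 100% = reference inhibitor control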
# Shn3 3UTR inh: reduction of Shn3 3'UTR firefly luciferase signal, primary screen, Schnurri-3 inhibitor project, cell-based, Clone20 osteoblasts, set 2 | inhibition, % at 12.5 µM | Clone20 osteoblast Shn3 3'UTR firefly luciferase, 24 h | 0.52% of 360,000 active;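 active = mean inhibition of at least 75% with every replicate also reaching 75%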;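 note: 0% = median of neutral control wells and 100% = pilot-screen positive control compound; some compounds past the cut are filed as inactive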
# COUP-TFII inh: NR2F2 transcriptional activity inhibitors, primary screen, cell-based, luciferase reporter, HEK293T, luminescence | 0.7% of 370,000 active | AID 686940, 2013 | HEK293T NGFI-A luciferase reporter | inhibition, % at 8.6 µM | COUP transcription factor 2 (Homo sapiens), P24468;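 active = inhibition above a per-plate cutoff, mean inhibition of test wells between control levels plus 3 SD, cut at about 38% in these data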;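 note: cells cotransfected with COUP-TFII expression vector driving the NGFI-A reporter; 0% = median of COUP-TF2 test wells and 100% = reporter-only cells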
# TRAIL sens C8: viability loss with TRAIL in NB7+C8 cells, primary screen, TRAIL sensitizer project, cell-based, ATPlite luminescence | inhibition (viability loss, TRAIL sensitization), % at 10 µM | AID 624354, 2012 | 1% of 360,000 active;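 active = compounds causing at least 50% loss of cell viability in the single-dose screen, relative to plate controls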
# KKLEB tox: cytotoxicity in KKLEB CF airway cells, primary screen, cytotoxicity control for CF NF-kB inhibitor project, cell-based, uHTS, fluorescence assay plates; KKLEB CF airway cells viability, ATPlite luminescence, overnight; active compounds read low; cells stimulated with P. aeruginosa culture filtrate; activity change (cytotoxicity), % at 5 µM; 0.36% of 360,000 active; AID 602141, 2011;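 active = corrected activity change at or below -50% at 5 µM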
# NCOA1 inh: SRC1 coactivator transcriptional activity inhibitors, primary screen, cell-based, luminescence; HEK293 GAL4-SRC1 luciferase reporter; 0.12% of 360,000 active; inhibition, % at 3.6 µM; Nuclear receptor coactivator 1 (Homo sapiens), Q15788;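 active = inhibition above the campaign mean plus 3 SD, with each screening campaign given its own cutoff, cut at about 60% in these data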;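 note: 0% = DMSO treated cells and 100% = gossypol at 36 µM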
# Target sequence (Q15788 whole entry, looked up, the tested form may be a part): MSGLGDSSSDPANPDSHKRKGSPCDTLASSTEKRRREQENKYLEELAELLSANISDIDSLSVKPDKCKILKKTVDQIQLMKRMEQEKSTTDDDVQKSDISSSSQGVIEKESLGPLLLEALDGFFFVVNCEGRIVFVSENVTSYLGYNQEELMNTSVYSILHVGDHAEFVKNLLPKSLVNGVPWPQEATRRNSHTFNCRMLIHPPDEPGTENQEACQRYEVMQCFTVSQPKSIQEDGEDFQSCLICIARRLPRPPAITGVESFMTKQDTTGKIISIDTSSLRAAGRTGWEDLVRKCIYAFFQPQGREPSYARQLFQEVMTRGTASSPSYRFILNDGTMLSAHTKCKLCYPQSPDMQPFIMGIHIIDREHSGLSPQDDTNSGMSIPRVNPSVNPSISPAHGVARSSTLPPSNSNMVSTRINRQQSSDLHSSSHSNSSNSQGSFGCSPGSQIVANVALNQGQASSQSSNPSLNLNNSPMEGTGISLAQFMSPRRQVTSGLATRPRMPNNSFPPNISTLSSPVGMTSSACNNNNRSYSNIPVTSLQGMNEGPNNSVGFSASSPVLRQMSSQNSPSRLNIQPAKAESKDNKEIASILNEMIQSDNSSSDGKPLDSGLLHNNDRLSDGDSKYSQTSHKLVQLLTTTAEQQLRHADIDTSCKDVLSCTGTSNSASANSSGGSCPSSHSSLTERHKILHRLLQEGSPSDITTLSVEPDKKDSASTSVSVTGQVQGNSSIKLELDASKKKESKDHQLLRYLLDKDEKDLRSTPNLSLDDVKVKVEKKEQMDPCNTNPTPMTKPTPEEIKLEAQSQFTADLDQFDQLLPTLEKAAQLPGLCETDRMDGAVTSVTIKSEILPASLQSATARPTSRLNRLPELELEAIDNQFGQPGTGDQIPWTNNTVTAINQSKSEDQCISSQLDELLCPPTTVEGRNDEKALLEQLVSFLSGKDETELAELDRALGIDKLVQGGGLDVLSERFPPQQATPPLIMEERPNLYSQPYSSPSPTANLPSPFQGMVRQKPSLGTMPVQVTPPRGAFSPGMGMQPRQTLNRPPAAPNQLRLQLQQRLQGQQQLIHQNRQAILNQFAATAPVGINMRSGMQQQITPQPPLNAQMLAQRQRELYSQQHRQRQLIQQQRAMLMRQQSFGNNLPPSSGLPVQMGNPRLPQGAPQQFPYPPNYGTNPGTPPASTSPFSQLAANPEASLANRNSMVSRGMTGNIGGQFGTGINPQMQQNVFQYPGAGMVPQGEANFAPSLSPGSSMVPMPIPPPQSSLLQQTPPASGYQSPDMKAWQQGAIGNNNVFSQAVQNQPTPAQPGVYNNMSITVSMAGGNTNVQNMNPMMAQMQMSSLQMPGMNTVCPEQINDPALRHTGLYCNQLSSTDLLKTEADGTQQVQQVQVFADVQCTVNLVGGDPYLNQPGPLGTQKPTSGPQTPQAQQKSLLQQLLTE
# NR5A2 inv ag: LRH-1 (NR5A2) inverse agonists, primary screen, cell-based, luminescence, HEK293T, StAR-luciferase reporter | Nuclear receptor subfamily 5 group A member 2 (Homo sapiens), O00482 | LRH-1 transfected, 24 h | inhibition, % at 3.6 µM | 0.13% of 360,000 active | AID 602396, 2012;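 active = inhibition above the mean inhibition of all tested compounds plus 3 SD, cut at about 73% in these data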;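 note: 0% = DMSO wells and 100% = reporter-only cells lacking LRH-1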
# CF NFkB inh: inhibitors of PAF-induced NF-kB signaling, primary screen, cell-based, GFP fluorescence, uHTS; 0.86% of 360,000 active; inhibition, % at 5 µM; KKLEB NF-kB-GFP reporter, GFP fluorescence overnight;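 active = at least 50% inhibition at 5 µM, scaled per plate between neutral and stimulator controls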;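 note: PAF is a Pseudomonas aeruginosa culture filtrate used as stimulus; plate controls were PAF-stimulated DMSO wells for no effect and unstimulated DMSO wells for full effect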
# TROY NFkB inh: inhibitors of TROY-driven NF-kB signaling, primary screen, Q293 LMP1-TROYcd cells, NF-kB luciferase, uHTS; 0.98% of 360,000 active; inhibition, % at 10 µM; AID 1347056, 2019; Q293 LMP1-TROYcd NF-kB luciferase reporter, 4 h;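 active = compounds whose plate-normalised and pattern-corrected inhibition of the luciferase reporter signal at the single screening dose is 50% or more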
# The depositor's hits bear a star; · = not tested or not shown.
SMILES,TWEAK-Fn14 inh,NCOA3 inh,LMP1 NFkB inh,Shn3 3UTR inh,COUP-TFII inh,TRAIL sens C8,KKLEB tox,NCOA1 inh,NR5A2 inv ag,CF NFkB inh,TROY NFkB inh
NC(=O)c1cc([N+](=O)[O-])ccc1NCc1ccc(N)cc1,84.2*,44.5,49.3*,75.8,52.2*,3.8,-14.6,40.6,-0.9,29.0,67.2*
C/C(=N/NC(=S)Nc1cccc(C)c1)c1cccc([N+](=O)[O-])c1,-40.4,0.5,-21.8,4.5,10.2,-5.1,9.7,-23.1,-1.2,14.0,-4.6
C=CCn1c(-c2ccc(Cl)cc2)cnc1SC(C)C(=O)NC(N)=O (stereo unspecified),9.7,-12.3,27.0,3.2,-11.4,2.1,3.6,16.9,-2.5,-15.0,-53.0
CCc1nnc(NC(=O)C2CCCN2C(=O)Nc2ccc(C)cc2)s1 (stereo unspecified),6.5,-3.8,-1.2,-3.2,17.0,5.6,5.9,15.1,3.6,9.1,8.6
Cc1cc2cc3c(cc2nc1SCC(=O)N1c2ccccc2CC1C)OCO3 (stereo unspecified),11.0,-14.1,4.4,5.4,-15.8,5.9,0.8,-1.3,-9.6,2.3,9.0
CCC(C)(C)C1CCC2(CC1)NC(=O)N(CC(=O)Nc1nc(-c3ccc(C)cc3)cs1)C2=O (stereo unspecified),-85.0,-18.8,-7.8,2.3,9.6,15.2,25.1,6.1,3.1,-17.0,0.4
Cc1cccn(Cc2c(F)cccc2Cl)c1=O,-1.5,1.6,-1.7,17.4,5.2,9.5,9.5,-13.4,10.7,-0.3,-8.8
CC(C)C(NS(=O)(=O)c1ccccc1)C(=O)N1CCCCCC1 (stereo unspecified),5.6,-5.9,-9.6,1.7,-19.6,-6.4,-6.5,1.5,3.8,-2.0,-4.6
C=CCN(C(=O)c1ccc2snnc2c1)c1ccccc1,-4.3,11.0,8.2,17.3,2.2,-12.5,6.5,7.4,-0.8,-3.4,2.4
Cc1noc(C)c1COC(=O)c1ccc2c(c1)OCCO2,-0.7,12.9,-2.1,-3.7,-8.6,4.8,-3.7,-6.4,-7.5,0.5,-19.6
CC1=C(C(=O)OC(C)C)C(c2c(O)ccc3ccccc23)NC(=O)N1 (stereo unspecified),-10.2,-8.0,-9.4,-11.1,-5.2,-29.4,2.1,-15.2,6.2,-35.6,-26.6
COc1ccc(/C=C2\SC(N)=NC2=O)cc1,22.1,3.3,-5.2,23.2,-20.7,5.9,-4.2,-5.5,-17.7,16.4,-29.5
COc1ccc(C(=O)n2c(N)nc3ccccc32)cc1OC,7.0,-71.7,-6.0,-122.8,-37.5,6.9,-13.3,-54.4,-94.2,11.7,-58.0
O=C1C2CC=CCC2C(=O)N1Nc1ccccc1 (stereo unspecified),-36.0,14.6,-7.9,-1.5,11.9,0.7,4.8,-5.2,7.9,-12.5,-5.5
COc1cc(C)c(NC(=O)c2cccc(S(=O)(=O)N3CCCC3)c2)cc1OC,0.9,-19.8,-1.0,-14.2,-7.8,5.1,-9.5,9.1,-8.7,-2.8,9.6
Cc1cccc(C)c1OCc1cc(C(=O)N2CCN(c3ccc(F)cc3)CC2)no1,8.4,-87.4,-21.7,-59.3,-41.1,12.8,-7.6,-153.8,-104.9,-10.7,-16.8
Cc1ccccc1OCC(=O)OCC(=O)Nc1ccc2c(c1)OCO2,7.8,-28.0,3.0,-10.1,-13.0,5.4,10.8,7.0,7.3,6.0,-2.8
O=S(=O)(NC1CCSc2ccccc21)c1ccccc1 (stereo unspecified),3.6,10.5,-1.9,-17.0,16.6,-28.0,-6.7,0.1,-16.0,3.0,5.3
CC(=O)N1N=C(c2ccc(Cl)cc2)OC1(C)C,7.4,-2.3,-12.6,-9.6,8.8,6.7,18.8,8.1,-8.2,-30.4,-4.7
CCN(CC)S(=O)(=O)c1cc(NC(=O)CN2CCN(c3ccccn3)CC2)ccc1C,2.1,13.4,9.2,8.5,20.1,-1.6,-7.4,8.4,-9.6,3.4,29.8
O=C(c1cccc(NC2=NC3CS(=O)(=O)CC3S2)c1)N1CCN(c2ccc(F)cc2)CC1 (stereo unspecified),16.3,9.0,2.9,9.1,3.1,-30.4,6.3,13.5,4.5,2.9,8.4
Fc1ccc(OCc2nn3c(Cn4nnc5ccccc54)nnc3s2)cc1,-2.0,-6.4,7.2,-5.6,2.0,-6.4,-11.4,-9.4,3.0,-6.1,0.0
COc1ccc(CC(=O)NNC(=S)NC(=O)c2cccnc2)cc1,-9.3,20.9,3.2,-3.5,7.0,2.0,3.4,8.4,10.9,-13.7,-23.9
COc1cccc(/C=N/NC(=O)CN(CCc2ccccc2)S(=O)(=O)c2ccc(NC(C)=O)cc2)c1,38.0,17.9,4.2,1.9,24.8,1.3,0.8,21.3,4.8,5.9,12.1
Cc1ccc(-c2nc(C=Nc3cccc(C)c3)c(O)o2)cc1,-36.3,7.3,0.6,3.6,0.8,-2.4,7.0,23.9,-5.8,-4.8,-18.1

# Part of the list above, showing only COUP-TFII inh.
mol	COUP-TFII inh
CC1=C(C(=O)OC(C)C)C(c2c(O)ccc3ccccc23)NC(=O)N1 (stereo unspecified)	-5.2
COc1ccc(/C=C2\SC(N)=NC2=O)cc1	-20.7
COc1ccc(C(=O)n2c(N)nc3ccccc32)cc1OC	-37.5

# Additional records
SMILES,TWEAK-Fn14 inh,NCOA3 inh,LMP1 NFkB inh,Shn3 3UTR inh,COUP-TFII inh,TRAIL sens C8,KKLEB tox,NCOA1 inh,NR5A2 inv ag,CF NFkB inh,TROY NFkB inh
CCOc1ccc(NC(=O)c2ccc(F)c(S(=O)(=O)N3CCCC3)c2)cc1,9.2,-7.5,-2.1,44.1,26.6,3.2,8.4,3.6,-4.5,-17.8,22.1
CCCCC1CCCOC(C(=O)NCCNCCO)(C(F)(F)F)C1 (stereo unspecified),-13.2,-3.6,-1.2,18.5,3.5,-3.8,-6.1,-12.4,0.4,-9.8,-7.7
CS(=O)(=O)N1CCC(C(=O)NCC2CCCO2)CC1 (stereo unspecified),9.1,13.0,7.5,-7.3,-9.3,14.5,1.1,4.9,5.8,13.9,-5.5
CC1(C)CC(=O)C2=C(C1)N(CCN1CCOCC1)C1=C(C(=O)CC(C)(C)C1)C2c1cccc(F)c1,7.7,19.6,10.9,0.4,5.5,16.7,8.8,0.4,5.8,-10.9,-8.9
COc1cccc(-c2cc3nc(NCCCN(C)C)n(C)c(=O)c3s2)c1,-13.0,-4.0,·,0.0,-8.5,34.4,-1.2,8.6,0.8,-12.2,-23.6
COC(=O)c1sc(SC)c(-c2ccon2)c1C,4.3,-14.6,6.0,10.0,7.2,-9.0,-6.3,-12.0,-5.2,1.8,-17.4
Cc1ccc2nc(SCC(=O)NCc3ccco3)c(C#N)cc2c1,28.9,-89.5,0.8,-58.3,-29.2,3.5,6.9,-112.7,-142.9,-11.3,-26.0
CCC1CCC2(CC1)NC(CO)(CO)CO2 (stereo unspecified),-2.9,17.3,1.1,9.2,-5.0,28.1,-7.2,-1.6,0.0,7.5,9.5
CC12CCC(C(=O)NCc3ccccc3)(OC1=O)C2(C)C (stereo unspecified),-6.1,15.1,6.9,-8.9,10.2,-23.4,6.8,3.1,10.9,-14.7,9.5
CC1(C(=O)NCc2cccs2)CCN1C(=O)Cc1cccc2ccccc12 (stereo unspecified),16.0,-3.0,·,11.2,13.2,12.1,-7.9,-7.1,0.9,16.7,2.3
CC1CCCN(CCCN2C(=O)C3C(C(=O)Nc4ccc(Cl)cc4)C4C=CC3(O4)C2C(=O)NC2CCCCC2)C1 (stereo unspecified),11.4,1.3,6.8,10.6,2.7,18.8,-4.3,-15.6,18.8,4.2,1.2
CC1CCCC(NC(=O)Cn2cc([N+](=O)[O-])ccc2=O)C1C (stereo unspecified),3.9,9.2,4.6,-5.2,8.6,-2.6,7.2,-20.3,18.6,6.9,-17.9
c1ccc(NC2=Nc3ccccc3CC2)cc1,-33.7,-48.9,-27.3,-78.6,-15.5,-8.1,7.8,-39.5,-12.2,-12.8,-63.0
COc1cc(O)ccc1/C=N/NC(=O)c1ccc([N+](=O)[O-])cc1,-9.1,8.8,7.2,2.7,2.0,-1.9,-11.4,3.7,-1.1,1.6,-8.6
COc1ccc(OCC(=O)N/N=C(\C)CC(=O)Nc2ccc(NC(C)=O)cc2)cc1,0.2,11.0,-1.9,0.7,-9.6,-1.1,-13.6,-7.5,15.7,2.4,-22.3
CCOc1ccc(-c2noc(CCC(=O)NC3CCCCC3)n2)cc1OC,-3.1,-10.0,2.3,-13.5,-11.3,4.8,2.6,-9.1,-19.2,1.4,-15.8
COC(=O)c1c(NC(=O)C2CC=CCC2C(=O)O)sc2c1CCCCC2 (stereo unspecified),96.4*,14.9,-1.6,-14.5,-1.4,-12.3,5.0,-4.2,-3.3,-25.8,1.9
CCCCCCC1CC(/C(C)=N\NC(N)=O)OC1=O (stereo unspecified),23.5,14.8,-2.2,-6.3,4.0,1.5,1.7,7.6,-6.7,-0.6,4.9
CCN(C(=O)CSc1nnc(C)n1Cc1ccccc1)C1CCS(=O)(=O)C1 (stereo unspecified),27.4,22.5,6.0,10.0,1.9,-7.0,8.7,0.8,12.6,-1.4,10.6
Clc1ccc(Cn2ncc3c(N4CCN(c5ccccc5)CC4)ncnc32)cc1,101.7*,6.2,·,26.0,11.1,73.5*,-35.6,3.0,-7.0,90.6*,81.2*
C[C@]12C(=O)N(c3cccc(Cl)c3)C(=O)N1[C@@H]1c3ccccc3OC[C@@H]1[C@H]2c1ccccc1,-15.1,-5.4,-0.9,41.5,10.4,3.7,10.1,-11.0,-4.5,5.7,6.6
COc1cc(CNc2ncnc3c2ncn3[C@H]2CN(Cc3ccco3)C[C@@H](CO)O2)cc(OC)c1OC,-19.8,-1.5,·,-2.0,3.6,1.9,10.9,5.5,-15.2,-46.3,-7.0
CC(=O)Nc1ccc(NC(=O)c2cc(-c3cc(C)c(C)cc3O)n[nH]2)cc1,-12.7,7.4,0.1,-2.7,6.9,5.8,-2.9,-15.4,-16.8,9.6,7.9
COc1ccc2[nH]cc(CCNC(=O)COc3ccc4ccc(=O)oc4c3)c2c1,3.0,19.2,-2.0,7.3,-7.3,-0.8,8.7,-11.3,14.1,-25.3,-11.7

# Assay outcomes from PubChem.

# Not all compounds are listed, so the mix of outcomes need not match the whole.
